TRPV1 ag: agonists of human vanilloid receptor 1 (TRPV1); Q8NER1; TRPV1-expressing cells, Fluo-8 calcium influx, agonist mode; activation, % at 8.33 µM; 320,000 compounds, 0.19% hits; in the data active = activation above about 80%; inconclusive = between about 30% and that limit; also: 0% is about no effect
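Fluo-8 calcium influx in TRPV1-expressing cells, kinetic read (ex 480/em 520 nm). Compound added and read 3 min for agonist activity, followed by capsaicin at EC20 final and 2 min further read for enhancement.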
GALK inh: galactokinase (human) inhibition | P51570 | Purified GALK, Kinase-Glo residual ATP luminescence | Potency, µM (titrated, usually from 57.5 µM), inactives show at the top dose activity change, negative = inhibition, most hits filed as inhibitors | 270,000 compounds, 0.007% hits; also: potency is read from the fitted curve at half-maximal effect; % is scaled to controls: 0 for no effect and ±100 for the full control effect
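Galactose (100 uM) and ATP (35 uM) were turned over by 5 nM GALK for 1 h at RT. Kinase-Glo Plus then converted the remaining ATP into a luminescent signal.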
a7 integrin act: activates integrin-mediated alleviation for muscular dystrophy | alpha7betagal myoblasts, beta-gal FDG fluorescence, 48 h | Potency, µM (titrated, usually from 38.3 µM), inactives show top-dose activation, usual class: activators | 350,000 compounds, 0.064% hits;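 also: potency is read from the fitted curve at half-maximal effect; 100% = response of the positive control SU9516; nearly all actives have a fitted effect of over 60% in size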
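Alpha7betagal+/- myoblasts (passage 13) were plated 16-24 hr, then exposed to compounds (1:260 dilution of DMSO stock) for 48 hours at 37C. After MPER lysis, β-galactosidase reporter activity was read as FDG fluorescence (ex 480/em 540) after 30 minutes.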
hERG WT inh: inhibitors of human wildtype KCNH2 potassium channel; Q12809; U2OS, BacMam KCNH2, thallium flux FluxOr; active compounds read low; activity change, % at 1.84 µM; 340,000 compounds, 0.37% hits; AID 720551;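 active = maximum activity change below -70%; inconclusive = maximum activity change between -70% and -50%; inactive = maximum activity change above -50%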; also: % is scaled to controls: 0 for no effect and ±100 for the full control effect
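U2OS cells were transduced with wild-type KCNH2 virus (2.03 x 10^8 / mL) for 4 h at room temperature, then cultured overnight at 37 C. Thallium flux was read with FluxOr dye. Rate constants were normalized to DMSO controls.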
KCNH2 3.1 inh: inhibitors of human KCNH2 3.1 potassium channel isoform. activity change, % (tested at about 1.8 µM). AID 720553. U2OS KCNH2 3.1, thallium flux FluxOr; active compounds read low. 340,000 compounds, 0.95% hits;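 active = maximum activity change below -70%; inconclusive = maximum activity change from -70% to -50%; inactive = maximum activity change above -50%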;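 also: thallium influx rate constant from kinetic fluorescence after stimulation buffer; % is scaled to controls: 0 for no effect and ±100 for the full control effect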
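Measured as rate of thallium-driven FluxOr signal in transduced U2OS cells carrying the 3.1 channel, read kinetically for 2 min upon stimulation; values are rate constants scaled to DMSO control wells.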
A-T KAP1 phos: potential ataxia-telangiectasia treatments restoring KAP-1 phosphorylation | AID 485349 | Potency, µM (highest dose often 57.5 µM), for inactives: at the highest dose activation, usual class: activators | 320,000 compounds, 0.19% hits | […] A-T fibroblasts, KAP-1 phosphorylation AlphaLISA; neocarzinostatin DNA damage 30 min before lysis; also: potency is read from the fitted curve at half-maximal effect; % of control where 0% means no effect; nearly all actives have a fitted effect of over 45% in size
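hTERT-immortalized A-T patient fibroblasts ([…]), 500 cells/well in OPTI-MEM, 1% FBS, got compounds for 60 min, then NCS for 30 min at 37C. Lysates were then assayed for phospho-KAP-1 by AlphaLISA (anti-pKAP1 donor, anti-KAP1 acceptor beads), 6 hr at 25C.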
ASM inhibitor: human S-ASM enzyme inhibition. placental ASM, HMU-PC fluorogenic substrate, 60 min. 340,000 compounds, 0.006% hits. Potency, µM (titrated, usually from 57.5 µM), without a hit: at the top dose activity change, negative = inhibition, usual class: inhibitors. P17405; also: potency is read from the fitted curve at half-maximal effect
Target sequence (P17405 47-631 limits assumed): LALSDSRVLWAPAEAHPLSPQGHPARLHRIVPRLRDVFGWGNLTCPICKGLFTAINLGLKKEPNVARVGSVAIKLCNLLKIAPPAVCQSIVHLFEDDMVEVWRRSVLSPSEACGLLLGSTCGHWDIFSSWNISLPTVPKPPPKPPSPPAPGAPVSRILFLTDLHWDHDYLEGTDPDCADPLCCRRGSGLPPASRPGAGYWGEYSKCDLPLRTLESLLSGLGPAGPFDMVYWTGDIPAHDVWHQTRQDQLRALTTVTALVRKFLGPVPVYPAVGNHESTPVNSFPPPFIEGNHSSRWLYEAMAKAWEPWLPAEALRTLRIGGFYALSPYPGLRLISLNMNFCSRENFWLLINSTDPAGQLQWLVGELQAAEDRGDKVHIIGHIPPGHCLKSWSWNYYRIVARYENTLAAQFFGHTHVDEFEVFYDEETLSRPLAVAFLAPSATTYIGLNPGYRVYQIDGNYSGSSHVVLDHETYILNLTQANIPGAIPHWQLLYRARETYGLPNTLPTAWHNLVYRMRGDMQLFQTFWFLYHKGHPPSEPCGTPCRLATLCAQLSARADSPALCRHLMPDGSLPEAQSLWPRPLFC
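HMU-PC0 cleavage (9 uM final) by human placental ASM, 60 min at 37 °C following 10 min compound exposure at RT; stopped at pH 10, fluorescence Ex 386/Em 447 nm.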
MLL CXXC-DNA inh: MLL CXXC-DNA interaction inhibition; AID 2662; Potency, µM (titrated, usually from 115 µM), inactives show top-dose activity change, negative = inhibition, actives largely listed as inhibitors; MLL-CXXC / FITC-HOXA9 DNA fluorescence polarization; 290,000 compounds, 0.037% hits; Q03164; active = well fitted inhibition curve with a large enough effect in the polarisation, with a control signal flat, not every such curve was filed as active; inconclusive = small, poorly fitted or top-dose-only effect, or effect the other way, or a change in a side signal; inactive = no such curve, though single readings can be large or run the other way; the % refers to the polarisation; also: potency is read from the fitted curve at half-maximal effect
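Fluorescence polarization: 7 uM MLL-CXXC (stock) preincubated 5 min with compounds, then 50 nM fluorescein-HOX-A9 DNA (stock) added; 30 min ambient. Buffer 50 mM Tris-HCl pH 7.5, 50 mM NaCl, 1 mM DTT, 0.05% BSA.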
FBPA coupling cs: inhibits coupling enzyme system, counter-screen for aldolase hits. coupling enzyme system counterscreen, AmpLite Red fluorescence. AID 2472. activity change, negative = inhibition, % at 58.2 µM, hits read low. 290,000 compounds, 0.67% hits; in the data active = activity change below about -30%; also: % is scaled to controls: 0 for no effect and ±100 for the full control effect
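Counterscreen of the coupled detection system alone, without aldolase: glyceraldehyde-3-phosphate coupling enzymes plus AmpLite Red readout. Compounds at 57.5 uM final, 10 min RT preincubation, 20 min RT reaction, fluorescence 525/598 nm.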
MBNL1-CUG inh: inhibitors of human MBNL1 binding to CUG repeat RNA; 280,000 compounds, 0.036% hits; TR-FRET MBNL1-His/biotin-(CUG)12 binding, 665/545 ratio; AID 2675; Potency, µM (series often up to 57.5 µM), inactives show at the top dose activity change, negative = inhibition, usual class: inhibitors; active = well fitted inhibition curve with a large enough effect in the signal ratio, with a control signal flat, not every such curve was filed as active; inconclusive = small, poorly fitted or top-dose-only effect, or effect the other way, or a change in a side signal; inactive = no such curve, though single readings can be large or run the other way; the % refers to the signal ratio; also: potency is read from the fitted curve at half-maximal effect; % is scaled to controls: 0 for no effect and ±100 for the full control effect
Target sequence (Q9NR56 whole entry, looked up): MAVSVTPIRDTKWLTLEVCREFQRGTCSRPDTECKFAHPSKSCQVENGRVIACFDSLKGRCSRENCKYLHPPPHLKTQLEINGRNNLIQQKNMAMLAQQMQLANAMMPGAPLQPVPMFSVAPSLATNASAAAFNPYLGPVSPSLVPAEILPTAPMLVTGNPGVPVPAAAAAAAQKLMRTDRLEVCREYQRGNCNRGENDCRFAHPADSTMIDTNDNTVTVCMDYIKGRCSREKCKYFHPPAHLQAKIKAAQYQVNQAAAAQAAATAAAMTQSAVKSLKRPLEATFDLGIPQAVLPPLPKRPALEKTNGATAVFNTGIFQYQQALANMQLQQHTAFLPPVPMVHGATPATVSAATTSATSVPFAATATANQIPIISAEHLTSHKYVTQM
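TR-FRET between His-tagged MBNL1 and biotin-(CUG)12 RNA, detected with Tb anti-His antibody (0.055 ng/ul) and streptavidin-XL665 (5 nM), 60 min at room temperature. Compounds titrated 92 nM to 58 uM; 665/545 nm ratio normalized to buffer and complex controls.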
* = called active by the depositor; u = inconclusive; x = no result given; & = joins results of further samples; [ ] = another dose, or the depositor's remark. Unless noted, calls follow the shape of the dose curve; as a rule, active = well fitted curve in the direction sought with a large enough effect; inconclusive = small, poorly fitted or top-dose-only effect, or another doubt; inactive = no such curve, though single readings can be large; an effect the other way counts as inactive or inconclusive.

SMILES	TRPV1 ag	GALK inh	a7 integrin act	hERG WT inh	KCNH2 3.1 inh	A-T KAP1 phos	ASM inhibitor	MLL CXXC-DNA inh	FBPA coupling cs	MBNL1-CUG inh
FC(F)(F)c1cccc(Sc2nc(-c3ccccc3)nnc2C(F)(F)F)c1	10	-1%	-21%	-2	1	3%	-3%	u	-4	-11%
COc1ccc(NS(=O)(=O)c2cc(NC(=O)[C@@H](NC(N)=O)C(C)C)ccc2C)cc1	0	-2%	3%	3	1	23%	-3%	-11%	-2	1%
COc1ccc(-c2noc(CCC(=O)NCCCN3CCN(c4ccccc4F)CC3)n2)cc1	6	0%	-47%[inhibitor]	-5	-7	2%	2%	-6%	-2	6%
Cc1cnc(C(=O)OCc2ccc(C#N)cc2)cn1	-1	14%	2%	-22	8	0%	3%	10%	1	-1%
COCc1nc2oc3ccccc3c(=O)c2cc1C(=O)OC	-2	x	-7%	2	14	23%	2%	2%	0	u
CC(C)CSc1ncc(-c2cccc(C(F)(F)F)c2)cn1	22	3%	8%	-31	-5	u	-2%	-9%	-1	-1%
Cc1oc2cc3oc(=O)c(CCC(=O)NCCCn4ccnc4)c(C)c3cc2c1C	-1	x	-3%	-5	8	-6%	54%[activator]	14%	0	4%
Cc1csc(NC(=O)c2cnccn2)n1	6	0%	4%	9	6	21%	-1%	19%	-1	0%
CC(=O)N(C(C)=O)c1c(N2CCCC2)c2ccccc2oc1=O	-1	0%	0%	9	8	1%	0%	-13%	1	-5%
CC1=C(C(=O)OC(C)C)C(c2ccc(Br)s2)NC(=O)N1 (stereo not drawn)	2	2%	26%	13	-2	x	0%	-16%	-1	1%

Following part:
SMILES	TRPV1 ag	GALK inh	a7 integrin act	hERG WT inh	KCNH2 3.1 inh	A-T KAP1 phos	ASM inhibitor	MLL CXXC-DNA inh	FBPA coupling cs	MBNL1-CUG inh
O=[N+]([O-])c1cccc(/C(=N/N=C/c2ccccc2Br)C23CN4CN(CN(C4)C2)C3)c1	x	-1%	-8%	0	-2	-2%	2%	2%	0	11%
CC(C)c1ccc(NC(=O)Cc2c(C(=O)O)n(C)c3ccccc23)cc1	1	3%	-18%	-11	-3	0%	4%	-5%	13	-2%
COc1cccc(OCC(=O)Nc2cc(Cl)ccc2Oc2ccccc2)c1	18	-3%	-3%	-2	-9	1%	-6%	-2%	0	-3%
Nc1nc(NCC(=O)O)nc(NC2CCCCC2)c1[N+](=O)[O-]	-3	4%	-3%	3	11	0%	2%	-3%	3	u
CC1CCN(S(=O)(=O)c2ccc(N=NC3=C(O)CC(C)(C)CC3=O)cc2)CC1	-10	x	6%	4	4	2%	0%	-5%	0	u
Cc1ccc(S(=O)(=O)NN=Cc2cc(Cl)ccc2O)cc1	x	x	-3%	0	-14	x	-11%	x	x	x
Cc1ccc(C)c(OCCCCn2ccnc2)c1	2	1%	13%	2	0	4%	0%	5%	4	3%
O=C(COC(=O)CNC(=O)c1ccco1)NCCN1C(=O)CSC1=O	1	-2%	-1%[7.66 µM]	-5	-5	1%	2%	-3%	0	-3%
Cc1ccccc1NC(=S)N(CCCN1CCCCC1)Cc1ccco1	-5	1%	3%	21	-3	-8%	3%	8%	-1	x
CC(C)Nc1nc(-c2cccnc2)nc(-c2ccc(Cl)cc2)c1C#N	20	-3%	22%	-2	4	7%	43%[activator]	-5%	-4	17%

Some of the entries above in another layout.
The line under a structure holds: TRPV1 ag | GALK inh | a7 integrin act | hERG WT inh | KCNH2 3.1 inh | A-T KAP1 phos | ASM inhibitor | MLL CXXC-DNA inh | FBPA coupling cs | MBNL1-CUG inh
- O=C(COC(=O)CNC(=O)c1ccco1)NCCN1C(=O)CSC1=O
    1 | -2% | -1%[7.66 µM] | -5 | -5 | 1% | 2% | -3% | 0 | -3%
- CC1=C(C(=O)OC(C)C)C(c2ccc(Br)s2)NC(=O)N1 (stereo not drawn)
    2 | 2% | 26% | 13 | -2 | x | 0% | -16% | -1 | 1%

Next records:
SMILES	TRPV1 ag	GALK inh	a7 integrin act	hERG WT inh	KCNH2 3.1 inh	A-T KAP1 phos	ASM inhibitor	MLL CXXC-DNA inh	FBPA coupling cs	MBNL1-CUG inh
O=C(CCc1ccc(O)cc1)c1c(O)cc(O)cc1O	0	-3%	-2%	-4	9	28µM*	-5%	u	0&4&15	-6%
CCN(Cc1ccccc1)C(=O)/C=C/c1ccccc1[N+](=O)[O-]	24	-1%	-44%	-7	-1	8%	1%	22%	-2	u
COc1ccc(CCC(=O)OCC(=O)Nc2ccc3[nH]c(=O)[nH]c3c2)cc1	2	x	0%	-2	4	-2%	86%	x	x	x
Cc1ccc(-c2[nH]ncc2C(=O)c2ccccc2C)c(O)c1	1	-3%	31%	-7	23	5%	13%	8%	-6	-7%
CCN(C(=O)c1ccco1)c1nnc(-c2cccnc2)s1	-1	6%	1%	-7	-1	-6%	0%	19%	9	-2%
COc1ccc(CN(C)C(=O)CCl)cc1	-4	10%	-3%	-6	4	-6%	0%	3%	0	x
COc1ccc(NC(=O)CC2C(=O)N(c3ccc(Cl)cc3)C(=S)N2CCc2ccccn2)cc1 (stereo not drawn)	0	-2%	20%	13	-8	-2%	-18%	1%	-5	4%
Cc1ccc(S(=O)(=O)Nc2ccc(S(=O)(=O)Nc3nccs3)cc2)c([N+](=O)[O-])c1	-1	2%	40%	3	-5	-1%	0%	-5%	1	u
NC(=O)C[C@@H]1NC(=O)CNC(=O)c2cc([N+](=O)[O-])cc(I)c2NCCC(C(N)=O)NC1=O (stereo partly drawn)	-4	x	-4%	-5	9	8%	-11%	2%	0	u
Cc1cc(C)cc(OCC(=O)NNC(=O)c2cc(C)[nH]n2)c1	-1	0%	-1%	6	-2	2%	-1%	5%	2	-4%

Other structures follow:
SMILES	TRPV1 ag	GALK inh	a7 integrin act	hERG WT inh	KCNH2 3.1 inh	A-T KAP1 phos	ASM inhibitor	MLL CXXC-DNA inh	FBPA coupling cs	MBNL1-CUG inh
CCCC(=O)Nc1cccc(NC(=O)c2ccc3c(c2)OCO3)c1	-3	-3%	-25%	1	0	-2%	-1%	0%	2	5%
COc1ccc(NC(=O)c2cc(Br)ccc2Cl)c(OC)c1	10	-2%	6%	3	11	9%	0%	-2%	4	x
O=C(COC(=O)c1cc(Cl)ccc1O)c1ccc2c(c1)OCO2	10	x	-12%	1	3	4%	-1%	x	x	x
O=C(CSc1nnc(-c2ccncc2)n1CC1CCCO1)Nc1nccs1 (stereo not drawn)	4	-5%	12%	-3	-4	-3%	4%	3%	3	-5%
S=c1[nH]nc2ccccn12	x	x	18%	5	-6	x	0%	x	x	x
CC1CN(c2ccc(Oc3ccccc3)cc2)c2nc3c(c(=O)n(CC(N)=O)c(=O)n3C)n2C1 (stereo not drawn)	-5	3%	13%	-3	-5	3%	-4%	2%	3	-6%
Cc1onc(C(=O)NCc2cccs2)c1[N+](=O)[O-]	1	3%	-14%	0	x	2%	0%	1%	1	u
Cc1nn(C)c(C)c1/C=N/O	-4	2%	25%	-6	-1	x	-1%	6%	1	-4%
CCOc1cc(/C=C2/NC(=S)NC2=O)ccc1OCc1ccc([N+](=O)[O-])cc1	-1	0%	2%	3	-24	17%	10%	57%[activator]	3	-5%
COc1ccccc1-c1cnn2c(NC3CCCC3)cc(C)nc12	17	x	-38%	-21	8	14%	15%	2%	-1	-3%

(further entries)
SMILES	TRPV1 ag	GALK inh	a7 integrin act	hERG WT inh	KCNH2 3.1 inh	A-T KAP1 phos	ASM inhibitor	MLL CXXC-DNA inh	FBPA coupling cs	MBNL1-CUG inh
CCCCc1cc(=O)oc2cc(C)cc(OCC(=O)NCC3CCC(C(=O)O)CC3)c12 (stereo not drawn)	-3	x	-29%	-17	-5	2%	0%	5%	3	-7%
Cc1ccc(C)c(NC(=O)COC(=O)c2ccc3ccccc3n2)c1	-5	x	-4%	1	-14	-3%	-1%	x	x	x
COc1ccc(/C=N/NC(=O)c2[nH]ncc2Br)c(OC)c1	0	4%	11%	1	9	0%	1%	3%	3	5%
CSc1nc(S(=O)(=O)c2ccc(C)cc2)c(Cl)s1	5	9%	-55%[inhibitor]	-3	1	2%	-1%	-7%	3	x
Cc1ccc(/C=N/NC(=O)Cc2cccn2C)s1	2	2%	-7%	1	15	x	3%	6%	1	u
N#CC(c1nc2ccccc2nc1N1CCCC1)S(=O)(=O)c1ccccc1 (stereo not drawn)	3	2%	25%	-5	0	1%	159%[activator]	-7%	-2	18%

From PubChem
